NSD2 inh: NSD2 (human) methyltransferase inhibition; O96028; inhibition, % at 12.5 µM; NSD2 peptide methylation, AlphaScreen, 120 min; 310,000 compounds, 0.54% hits; AID 743445; in the data active = inhibition above about 50%
PKA-R2B activ: PKA-R2B complex activation; P22694+P31323; PKA-R2B holoenzyme dissociation, Cy5-IP20 fluorescence polarization; R2B truncated from residue 108, S112A mutant; 0% DMSO only, 100% 113 µM cGMP; activation, % at 11.4 µM; 340,000 compounds, 0.079% hits;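 active = activation above a cutoff set at the mean over all compounds plus 3 SD, cut at about 18% in these data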;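 note: higher means more holoenzyme dissociation and a rise in polarization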
Target sequence (P31323 whole entry, looked up, other chains not shown, the tested form may be a part): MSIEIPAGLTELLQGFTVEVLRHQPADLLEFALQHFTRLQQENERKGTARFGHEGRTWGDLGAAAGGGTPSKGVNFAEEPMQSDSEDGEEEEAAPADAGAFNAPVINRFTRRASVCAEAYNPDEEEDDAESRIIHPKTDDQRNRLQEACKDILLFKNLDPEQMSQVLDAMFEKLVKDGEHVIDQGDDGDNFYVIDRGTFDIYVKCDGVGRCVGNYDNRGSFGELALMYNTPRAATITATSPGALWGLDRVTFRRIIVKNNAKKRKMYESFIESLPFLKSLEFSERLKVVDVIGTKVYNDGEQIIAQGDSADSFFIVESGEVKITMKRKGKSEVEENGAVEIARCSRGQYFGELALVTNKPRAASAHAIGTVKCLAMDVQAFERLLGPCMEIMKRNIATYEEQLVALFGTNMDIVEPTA
SR-BI HDL uptake: mouse SR-BI HDL lipid transfer inhibition; inhibition, % at 12.5 µM; 320,000 compounds, 0.96% hits; ldlA[mSR-BI] CHO cells, DiI-HDL uptake fluorescence, 3 h;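 active = mean replicate inhibition of at least 70% and a set share of replicates each scoring 70 or more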;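 note: 0% = median of neutral control wells and 100% = median of positive control wells; values of inactives mirror those of a sister screen read the other way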
Target sequence (Q61009 whole entry, looked up): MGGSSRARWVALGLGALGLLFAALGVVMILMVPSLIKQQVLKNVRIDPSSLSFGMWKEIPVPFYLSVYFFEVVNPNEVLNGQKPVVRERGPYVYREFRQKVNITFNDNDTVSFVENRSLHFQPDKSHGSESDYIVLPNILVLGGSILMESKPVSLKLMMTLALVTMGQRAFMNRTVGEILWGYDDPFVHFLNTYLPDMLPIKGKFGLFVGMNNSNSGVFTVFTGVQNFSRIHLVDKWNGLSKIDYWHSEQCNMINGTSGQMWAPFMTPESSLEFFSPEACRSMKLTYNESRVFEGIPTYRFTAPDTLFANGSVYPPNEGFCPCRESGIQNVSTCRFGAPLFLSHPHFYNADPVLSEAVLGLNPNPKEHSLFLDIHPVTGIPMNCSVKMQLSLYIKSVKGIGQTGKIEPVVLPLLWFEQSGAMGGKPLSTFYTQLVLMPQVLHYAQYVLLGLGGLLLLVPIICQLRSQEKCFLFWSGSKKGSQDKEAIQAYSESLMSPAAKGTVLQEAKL
PvdQ acylase: blocks Pseudomonas aeruginosa PvdQ acylase activity; purified PvdQ acylase, fluorescence plate reader; inhibition, % at 10 µM; 340,000 compounds, 0.063% hits; in the data active = inhibition above about 30%, passing the limit was not always enough;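 note: 0% = vehicle neutral wells and 100% = reference inhibitor wells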
Arrestin-AP2 inh: human beta-arrestin and AP2 interaction inhibition | FITC-arrestin peptide / GST-AP2 beads, flow cytometry; AP2 beta2 appendage carries R879A mutation | inhibition, % at 10 µM | 340,000 compounds, 0.31% hits;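 active = inhibition above a set limit, near 3 SD of compounds lacking own fluorescence, cut at about 54% in these data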;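 note: plate controls were DMSO wells for no effect and 5 µM unlabelled arrestin peptide for full effect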
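System: GST-AP2 R879A bound to glutathione beads, E. coli-expressed. Also added: 50 nM FITC-arrestin peptide. Schedule: compound with beads 12 min RT, then probe 1 h RT. Signal: bead flow cytometry, FITC channel. Read-out basis: percent response.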
Keap1-Nrf2 PPI: Keap1-Nrf2 (human) interaction inhibition. Keap1 Kelch-Nrf2 peptide fluorescence polarization, 1536-well. inhibition, % at 9.4 µM. AID 504523. 340,000 compounds, 0.15% hits. Q14145; in the data active = inhibition above about 12%;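 note: human Keap1 Kelch domain with fluorescein labeled Nrf2 9mer peptide probe; 0% = neutral control wells and 100% = peptide positive control; higher means more block of Keap1 binding to Nrf2 peptide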
SR-BI uptake up: activators of SR-BI mediated HDL lipid uptake; CHO ldlA[mSR-BI] cells, DiI-HDL uptake fluorescence, 3 h; 100 = double the neutral-control signal; activation, % at 12.5 µM; 320,000 compounds, 0.096% hits; AID 504775;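 active = mean replicate activation of at least 60% and every replicate at or above 60%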;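 note: 0% = median plate neutral-control signal and 100% = twice that signal; values of inactives mirror those of a sister screen read the other way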
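System: LDL receptor-deficient CHO ldlA cells overexpressing murine SR-BI | Timing: 3 h uptake period with compound, 37 °C | Medium: HEPES-buffered (25 mM, pH 7.4) F12 plus 0.5% BSA | Dosing: Single-point compound dose | Signal: Bottom-read fluorescence, 550/595 nm | Read-out: Retained DiI signal reflecting DiI-HDL uptake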
DAGLB inh: diacylglycerol lipase beta (human) inhibition. HEK293T DAGLB membrane lysate, EnzChek fluorogenic substrate. inhibition, % at 5.17 µM. 340,000 compounds, 0.059% hits. AID 504411; in the data active = inhibition above about 34%;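 note: 0% = enzyme with vehicle and 100% = wells lacking enzyme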
C-LANA FP: blocks KSHV LANA C-terminal domain binding to DNA; inhibition, % at 9 µM; MBP-C-LANA/FAM-LBS DNA binding, fluorescence polarization; 340,000 compounds, 0.078% hits;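 active = highest replicate inhibition at or above 60% at 9 µM, even if other replicates fall short; inactive = all replicates below 60% inhibition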;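 note: 0% = neutral control wells and 100% = 4 µM acridine orange control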
RTF Ca sens inh: cardiac RTF calcium desensitization. inhibition, % at 7.15 µM. IANBD-labeled cardiac RTF, Ca2+ fluorescence. AID 493244. 340,000 compounds, 0.12% hits;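 active = inhibition above the mean inhibition of all tested compounds plus 3 SD, cut at about 17% in these data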;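 note: assay run at fixed EC70 calcium of 1.6 mM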
* marks the source's active call; other numbers are inactive results; · = no result given.

1: COc1ccccc1OCC(=O)Nc1ccc(O)cc1C(=O)O
2: O=C(/C=C/c1ccc(S(=O)(=O)N2CCOCC2)cc1)N1CCCCC1
3: COC(=O)c1ccc(C2c3c(oc4ccc(Cl)cc4c3=O)C(=O)N2CCN2CCOCC2)cc1 (centres undefined)
4: N#CCN(C(=O)COC(=O)CCCNC(=O)c1ccc(Cl)cc1)c1ccccc1
5: CC1CCN(c2ccccc2NC(=O)c2cc3ccccc3o2)CC1
6: Cc1cccc(NCc2ccccc2O)c1C
7: CCCn1c(SCC(=O)NC(C)(C)C)nnc1C(C)C
8: CNC(C)C#Cc1c(-c2cc(OC)c(OC)c(OC)c2)noc1C (centres undefined)
assay / compound,1,2,3,4,5,6,7,8
NSD2 inh,3,-2,2,0,-6,-2,1,·
PKA-R2B activ,-4,-12,3,7,1,-12,-3,-6
SR-BI HDL uptake,-4,-13,-18,-4,-6,-16,6,28
PvdQ acylase,-20,2,7,-9,-1,-10,-18,-8
Arrestin-AP2 inh,-7,20,-4,-6,-2,3,-1,-4
Keap1-Nrf2 PPI,1,2,-2,-1,-2,-3,1,2
SR-BI uptake up,4,13,18,4,6,16,-6,-28
DAGLB inh,2,-1,-5,-2,-17,-3,-1,-3
C-LANA FP,-3.2,-2.2,-0.8,1.1,0.6,1.0,0.0,3.8
RTF Ca sens inh,-5,-3,1,0,0,2,3,-6

9: CN(C)C1=NCCN1CCCC1CCCC1
10: O=C(N/N=C/c1ccco1)c1ccc(C(=O)N/N=C/c2ccco2)o1
11: CCOC(=O)c1nc(C)nc(Sc2n[nH]c(-c3ccccc3)n2)c1C
12: Fc1cccc(NC(=S)Nc2cccnc2)c1
13: CCCCN1CCNC[C@@H]1c1ccccc1
14: CCOc1cc(N2CCOCC2)c(OCC)cc1NC(=O)CCS(=O)(=O)c1ccc(Cl)cc1
15: CCC(=O)NCc1c(C)c(C)n(Cc2ccccc2)c1-n1cccc1
16: O=C1c2cccc3cccc(c23)C(=O)N1CCN1CCN(CC(O)COc2ccc3ccccc3c2)CC1 (centres undefined)
assay / compound,9,10,11,12,13,14,15,16
NSD2 inh,·,2,-1,1,·,-1,6,-3
PKA-R2B activ,-12,-8,3,-1,5,0,-7,-3
SR-BI HDL uptake,4,11,-11,-21,-20,-1,-16,59
PvdQ acylase,4,20,3,-8,3,-4,-14,-6
Arrestin-AP2 inh,6,4,-11,20,36,5,-12,1
Keap1-Nrf2 PPI,1,3,3,0,4,-8,-7,-5
SR-BI uptake up,-4,-11,11,21,20,1,16,-59
DAGLB inh,-1,2,-1,-1,-2,4,1,-2
C-LANA FP,0.6,-3.3,-2.9,-1.2,3.1,2.2,0.2,-1.7
RTF Ca sens inh,2,-10,3,-2,-1,4,10,-1

17: O=C(CSc1nnc2scc(-c3ccc(Cl)cc3)n12)NCc1ccco1
18: COCCNC(=O)C(c1ccncc1)N(Cc1ccccc1)C(=O)Cn1nnc2ccccc21 (centres undefined)
19: O=C(NCc1cc(F)ccc1F)C1CCC(=O)N(C2CCCCCC2)C1 (centres undefined)
20: Cc1ccc(C(=O)N/C(=C/c2ccc(-c3ccc([N+](=O)[O-])cc3)o2)C(=O)NCCCN(C)C)cc1
21: N#Cc1cccc(CN2CCC(=O)N([C@H](CO)Cc3ccccc3)CC2)c1
22: Cc1cc(C)cc(NC(=O)CN2CCN(CCN=CC3=C(O)CC(C)(C)CC3=O)CC2)c1
23: O=C(CSc1ccc2c(c1)OCCO2)NC(=O)NC1CCCC1
24: Cc1cccc(NC(=S)N2CCN(c3ccccc3)CC2)c1
assay / compound,17,18,19,20,21,22,23,24
NSD2 inh,2,-1,1,5,·,1,3,2
PKA-R2B activ,7,0,5,0,-17,0,-9,·
SR-BI HDL uptake,-6,-6,-3,·,-7,12,-15,-7
PvdQ acylase,-8,-5,2,-12,-10,-6,0,9
Arrestin-AP2 inh,-10,6,45,8,-6,-3,17,14
Keap1-Nrf2 PPI,-5,1,6,-7,4,-2,0,-1
SR-BI uptake up,6,6,3,·,7,-12,15,7
DAGLB inh,-1,1,3,-1,0,-1,2,·
C-LANA FP,-0.1,0.4,-0.9,-6.3,-2.2,1.6,-0.7,-2.1
RTF Ca sens inh,1,-32,-3,-9,2,-13,0,·

25: Cc1c(O)ccc2c(CN3CCN(CCO)CC3)cc(=O)oc12
26: CCOc1cccc(C(=O)NC2CCCCC2)c1
27: COc1ccccc1CCC(=O)OCC(=O)N1CCN(S(=O)(=O)c2ccc(C)cc2C)CC1
28: Oc1ccc(N=Nc2ccc3ccccc3c2)cc1
29: O=C(c1ccccc1)N1CCC2(CC1)NCCc1[nH]cnc12
30: CCC1(CC)C(=O)Nc2ccccc21
31: COc1ccc(Cl)cc1C(=O)NCc1cnn(C)c1C
32: CCOC(=O)c1[nH]c2ccc(Br)cc2c1NC(=O)CCN1CCC(C)CC1
assay / compound,25,26,27,28,29,30,31,32
NSD2 inh,-3,·,1,4,1,·,-1,10
PKA-R2B activ,-8,-2,-10,0,-4,2,8,5
SR-BI HDL uptake,2,14,29,3,-10,-17,-5,-14
PvdQ acylase,-3,-9,-11,-8,-19,-7,-15,-6
Arrestin-AP2 inh,-4,1,-5,7,0,14,6,-2
Keap1-Nrf2 PPI,-7,-2,1,-5,-1,-7,-1,-3
SR-BI uptake up,-2,-14,-29,-3,10,17,5,14
DAGLB inh,-1,0,-4,14,-1,-1,-1,-3
C-LANA FP,0.0,-0.9,0.3,-1.4,0.9,1.5,0.2,-1.8
RTF Ca sens inh,-5,-9,-7,-5,-1,-10,-8,-5

Part of the list above, limited to PvdQ acylase.
cpd	smiles	PvdQ acylase
32	CCOC(=O)c1[nH]c2ccc(Br)cc2c1NC(=O)CCN1CCC(C)CC1	-6
8	CNC(C)C#Cc1c(-c2cc(OC)c(OC)c(OC)c2)noc1C (centres undefined)	-8

Molecules listed so far with fluorine:
12: Fc1cccc(NC(=S)Nc2cccnc2)c1
19: O=C(NCc1cc(F)ccc1F)C1CCC(=O)N(C2CCCCCC2)C1 (centres undefined)
assay / compound,12,19
NSD2 inh,1,1
PKA-R2B activ,-1,5
SR-BI HDL uptake,-21,-3
PvdQ acylase,-8,2
Arrestin-AP2 inh,20,45
Keap1-Nrf2 PPI,0,6
SR-BI uptake up,21,3
DAGLB inh,-1,3
C-LANA FP,-1.2,-0.9
RTF Ca sens inh,-2,-3

(list continues)
33: COc1cc2nc(Cl)nc(N3CCCCC3)c2cc1OC
34: COc1ccc(CNC(=O)C2CC(C)=C(C)CC2C(=O)O)cc1 (centres undefined)
35: COC(=O)c1cc(/C=C/c2ccccc2)on1
36: O=C(NC1CCCCCCC1)c1cccs1
37: Cc1cccc(NC(=S)NC(=O)c2cccs2)n1
38: COc1ccc(C(=O)N/C(=C\c2cn(C)c3ccccc23)C(=O)OCCN(C)C)cc1
39: O=c1[nH]nc(SCCS(=O)(=O)c2ccc(F)cc2)n1-c1ccccc1C(F)(F)F
40: CC(NC(=O)Nc1ncccn1)(C(F)(F)F)C(F)(F)F
assay / compound,33,34,35,36,37,38,39,40
NSD2 inh,0,-4,1,2,0,5,0,-6
PKA-R2B activ,1,-8,-11,-4,5,15,2,-7
SR-BI HDL uptake,19,-15,-5,·,-25,-20,-10,-45
PvdQ acylase,3,0,54*,2,-9,9,3,-13
Arrestin-AP2 inh,34,26,7,8,0,8,15,-7
Keap1-Nrf2 PPI,-4,5,-4,-6,3,0,-4,4
SR-BI uptake up,-19,15,5,·,25,20,10,45
DAGLB inh,0,0,-3,3,-2,1,-2,-2
C-LANA FP,-0.4,0.4,0.8,-0.5,0.0,-1.6,-0.9,0.9
RTF Ca sens inh,-10,-4,-3,-4,-1,5,-2,-1

41: Cc1cc(C)n(-c2ccc(C(=O)N3CCN(S(=O)(=O)c4cccc(Br)c4)CC3)cc2)n1
42: O=C(c1ccco1)N1CCN(Cc2nnc(-c3cccc(Br)c3)o2)CC1
43: Fc1ccc(Cn2cnc3ccccc32)cc1
44: O=C(CNS(=O)(=O)c1ccc(Cl)c(C(F)(F)F)c1)NC1CCCCCC1
45: Cc1ccc(N=Nc2c(C)[nH]n(C(N)=S)c2=O)cc1
46: CCN(CC)CCCNC(=S)N(CCO)Cc1cc2cc3c(cc2[nH]c1=O)OCO3
47: CCOc1ccc2oc(C(=O)N3CCCN(C)CC3)c(C)c2c1
48: C#CCCOC(=O)N1C2=NC(C(=O)OC)=C(C(=O)OC)[C@@H]3Nc4ccccc4[C@]23C[C@H]1C(=O)OC
49: CSc1cccc(CN2CCC(Oc3ccc(C(=O)N4CCCCC4)cc3)CC2)c1
assay / compound,41,42,43,44,45,46,47,48,49
NSD2 inh,0,4,0,-1,-3,15,6,·,22
PKA-R2B activ,-10,-5,-5,-7,-8,7,-2,-5,-16
SR-BI HDL uptake,51,·,11,-9,5,13,12,-13,58
PvdQ acylase,1,14,-15,-18,-9,-5,-12,4,-1
Arrestin-AP2 inh,36,3,-4,-1,8,36,4,1,17
Keap1-Nrf2 PPI,6,-1,-1,-1,-4,3,-2,1,0
SR-BI uptake up,-51,·,-11,10,-5,-13,-12,13,-58
DAGLB inh,0,-4,-1,6,0,-3,-2,-4,0
C-LANA FP,-0.6,-1.4,1.8,1.3,0.3,0.7,1.0,-0.3,-1.6
RTF Ca sens inh,-6,3,-16,2,-5,7,1,-1,-3

PvdQ acylase: hit marks shown above
entry	Structure	NSD2 inh	PKA-R2B activ	SR-BI HDL uptake	PvdQ acylase	Arrestin-AP2 inh	Keap1-Nrf2 PPI	SR-BI uptake up	DAGLB inh	C-LANA FP
35	COC(=O)c1cc(/C=C/c2ccccc2)on1	1	-11	-5	54*	7	-4	5	-3	0.8
